# Source: PubChem BioAssay
# LEDGF integ inh – blocks HIV-1 LEDGF/p75-dependent DNA integration; TR-FRET IN-LEDGF/p75 DNA integration, Eu/Cy5; inhibition, % at 3.7 µM; 0.64% of 370,000 active; AID 743269;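 active = inhibition above the screen-wide mean plus 3 SD, cut at about 13% in these data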;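 also: signal is the Cy5 over europium emission ratio at 671 and 618 nm; 0% = plate median of compound wells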
# UHRF1 MBD2 ctr – blocks human UHRF1 binding to methylated DNA. UHRF1 binding to methylated oligo, TR-FRET. Q96T88. inhibition, % at 4.4 µM. AID 687016. 0.75% of 370,000 active; in the data active = inhibition above about 21%;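 also: UHRF1 SRA domain binding a hemimethylated CpG hairpin DNA probe; 0% = median of test compound wells and 100% = reference inhibitor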
# PG9 Ab binder – small molecules binding HIV-1 gp120 antibody PG9 | inhibition, % at 6.7 µM | TR-FRET gp120-PG9 antibody binding | 0.43% of 360,000 active; in the data active = inhibition above about 8.5%
# TCR-CD3 inh – human TCR-CD3 binding inhibition. 0.37% of 360,000 active. inhibition, % at 9.4 µM. TAMRA-labeled TCR probe fluorescence, biochemical. AID 651800; in the data active = inhibition above about 19%;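 also: recombinant mutant TCR 2C K166C tagged with TAMRA read by polarization; 0% = receptor in buffer alone and 100% = receptor with positive control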
# ABHD4 inh – inhibitors of mouse ABHD4. Q8VD66. 0.54% of 370,000 active. inhibition, % at 8.92 µM. purified mABHD4, FP-Rh probe fluorescence polarization;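 active = inhibition exceeding the mean over every tested compound plus 3 SD, cut at about 30% in these data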;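 also: 0% = plate median of compound wells and 100% = S159A mutant with DMSO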
#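 Assay system: mABHD4 protein; medium: HEPES pH 7.0, NaCl, Pluronic buffer; dosing: 8.92 µM, single dose; schedule: 45 min + 60 min at 25 °C; signal: FP readout, ex 525 nm / em 598 nm; read-out: normalized percent inhibition of probe labeling; repeats: single replicate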
# TDP2 inh – TDP2 (human) inhibition, absorbance primary screen; recombinant TDP2, T5PNP hydrolysis, p-nitrophenol absorbance 415 nm; inhibition, % at 12.8 µM; 0.34% of 370,000 active; AID 720702;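 active = inhibition above the mean of all tested compounds plus 3 SD, set per campaign, cut at about 25% in these data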;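 also: 0% = DMSO with enzyme and 100% = buffer with substrate but no TDP2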
# Target sequence (O95551 whole entry, looked up): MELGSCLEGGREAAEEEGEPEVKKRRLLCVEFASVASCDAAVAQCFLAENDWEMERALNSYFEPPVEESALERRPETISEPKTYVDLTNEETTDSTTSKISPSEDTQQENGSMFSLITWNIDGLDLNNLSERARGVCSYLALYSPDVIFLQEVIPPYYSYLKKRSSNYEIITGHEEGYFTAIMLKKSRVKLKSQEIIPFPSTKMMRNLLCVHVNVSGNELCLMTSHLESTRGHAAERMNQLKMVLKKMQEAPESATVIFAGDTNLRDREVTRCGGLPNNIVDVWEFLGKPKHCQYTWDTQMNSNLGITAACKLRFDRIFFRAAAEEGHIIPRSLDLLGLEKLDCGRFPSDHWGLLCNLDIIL
#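 Incubation: 2 h at 37 °C; Test system: recombinant human TDP2; Quantity: enzyme 120 nM; Read-out basis: percent inhibition; Medium: 50 mM Tris-HCl pH 7.5 with Mg2+, KCl, DTT, BSA; Repeats: single replicate; Compound: 12.8 µM single point, 1% DMSO; Signal: epi absorbance; Reagent: 5 mM T5PNP chromogenic substrate; Benchmarks: no-enzyme high, DMSO-plus-enzyme low.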
# PRMT1 inh – inhibitors of human PRMT1; inhibition, % at 2.79 µM; recombinant PRMT1, activity-based probe fluorescence polarization; 1.3% of 370,000 active;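 active = inhibition above about 21% made by adding two undisclosed values, limit read from the data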
# Tn7 DDE FP – inhibitors of Tn7 peptide binding to human fibrin DD(E); P02675; FP displacement of FITC-Tn7 peptide from fibrin DD(E); 0% = median of compound wells per plate; inhibition, % at 8.3 µM; 0.13% of 370,000 active;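 active = inhibition above the mean of compounds falling within the control limits plus 3 SD of them, cut at about 14% in these data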;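 also: 0% = plate median of compound wells and 100% = 10 µM Aha-Tn7 peptide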
#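 system = human fibrin DD(E) protein | quantity = DD(E) 2 µM final | medium = Tris/NaCl/CaCl2 buffer, pH 7.8 | also added = labelled Tn7 tracer, 0.1 µM | compound dosing = single point at 8.3 µM | timing = compound with protein 10 min, then 3 h after probe, room temperature | signal = FP measurement | benchmarks = Aha-Tn7 high control | repeats = one replicate per compound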
# SIAE inh – blocks human sialic acid acetylesterase; SIAE FP-Rh probe binding, fluorescence polarization; AID 1053197; 0.69% of 370,000 active; inhibition, % at 9.66 µM;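 active = inhibition above a cutoff: mean of compounds within the control limits plus 3 SD of those, cut at about 17% in these data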;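 also: 0% = plate median of compound wells and 100% = probe without SIAE protein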
# HTRA1 inhibitor – inhibitors of human serine peptidase HTRA1 | 0.5% of 340,000 active | inhibition, % at 5.96 µM | Q92743 | AID 504803 | recombinant HTRA1, FP-rhodamine activity-based probe, fluorescence polarization; in the data active = inhibition above about 36%;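 also: 0% = enzyme with DMSO and 100% = wells lacking enzyme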
# Target sequence (Q92743 whole entry, looked up): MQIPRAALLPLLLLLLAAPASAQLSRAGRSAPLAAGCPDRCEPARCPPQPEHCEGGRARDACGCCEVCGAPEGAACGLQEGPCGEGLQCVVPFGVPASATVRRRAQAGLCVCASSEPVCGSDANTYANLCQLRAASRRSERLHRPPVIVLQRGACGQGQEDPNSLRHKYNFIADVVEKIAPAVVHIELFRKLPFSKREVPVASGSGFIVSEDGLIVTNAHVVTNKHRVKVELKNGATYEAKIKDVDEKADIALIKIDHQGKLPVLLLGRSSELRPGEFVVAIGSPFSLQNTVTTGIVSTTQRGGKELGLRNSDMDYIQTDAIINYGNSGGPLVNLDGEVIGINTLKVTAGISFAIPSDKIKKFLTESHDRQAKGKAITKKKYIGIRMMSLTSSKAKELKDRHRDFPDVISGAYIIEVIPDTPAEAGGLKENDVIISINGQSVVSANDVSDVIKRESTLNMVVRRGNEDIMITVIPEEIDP
# * = called active by the depositor; x = no result given.
no.	canonical_smiles	SIAE inh	PG9 Ab binder	Tn7 DDE FP	LEDGF integ inh	UHRF1 MBD2 ctr	ABHD4 inh	TCR-CD3 inh	PRMT1 inh	HTRA1 inhibitor	TDP2 inh
1	Cc1ccc(S(=O)(=O)N2CCN(C(=O)CN3C(=O)NC(C)(CCC(C)C)C3=O)CC2)c(C)c1 (stereo not given)	5	-1.3	3	-1	-3	-1	-3	-3	6	0
2	Cc1cccc(C)c1NC(=O)C1CCCN1S(=O)(=O)c1ccc(-c2ccc(=O)[nH]n2)s1 (stereo not given)	4	-1.1	-3	-3	-1	9	2	0	1	8
3	O=C1c2ccccc2C(Nc2ccc(-c3nc4ccccc4[nH]3)cc2)N1Cc1ccco1 (stereo not given)	2	0.1	2	-1	1	13	-3	5	-17	7
4	CCC(C)c1ccc(NC(=S)NC2CCN(Cc3ccccc3)CC2)cc1 (stereo not given)	0	-1.7	1	-4	7	14	11	4	-12	-16
5	COC(c1ccc(Cl)cc1)(c1ccc(Cl)cc1)C(Oc1nc(C)cc(C)n1)C(=O)O (stereo not given)	-6	-0.2	3	0	2	8	-12	0	-3	-6
6	Cc1sc(NC(=O)CN(Cc2ccc(F)cc2)C(=O)C(C)(C)C)c(C(N)=O)c1C	-1	-2.0	3	2	10	1	-1	1	-3	-3
7	CCOc1ccc(-n2cc(-c3ccccc3)c3c(N4CCOCC4)ncnc32)cc1	-6	-2.0	-14	5	1	-9	1	-4	-15	-10
8	COc1ccc(/C=N/NC(=O)c2ccc(-c3ccccc3)cc2)cc1O	6	3.6	11	-1	-3	4	-11	0	-24	1
9	CC(C)C(NS(=O)(=O)c1cccs1)C(=O)N1CCC(C(N)=O)CC1 (stereo not given)	-3	-2.8	1	2	-1	0	6	-5	5	-16
10	COc1ccc(OCC(=O)Nc2ccc3c(c2)nc(CCn2ccccc2=O)n3C)cc1	0	-3.1	4	1	1	1	-3	2	0	10
11	O=C(Nc1ccc(N2CCCCC2)c(C(=O)O)c1)c1ccco1	-3	0.9	-2	3	9	-1	3	-5	0	0
12	CCC/C(=N\NC(=O)c1csc(C)c1C)c1cccs1	-2	-0.5	4	0	-2	3	-1	1	3	3
13	CN(C)CCNc1nc2c(c(=O)[nH]c(=O)n2C)n1CC(O)COc1ccc(Cl)cc1Cl (stereo not given)	-1	0.1	-2	-1	0	-6	5	-3	4	1
14	COc1cc(CCC(=O)Nc2ccc(S(=O)(=O)NC3=NCCCCC3)cc2)cc(OC)c1OC	1	-1.4	-3	1	-2	-4	4	2	5	14
15	N#CC(OC(=O)c1ccccc1)c1ccccc1 (stereo not given)	0	-1.3	-1	-5	3	-3	7	3	4	2
16	Cc1cc2c(cc1S(=O)(=O)N1CCN(c3cccc(C)c3C)CC1)OCCN2C	87*	-2.1	-1	0	-5	129*	127*	3	-9	-11
17	CSc1ncccc1C(=O)OCn1nnc2ccccc2c1=O	-5	-0.1	-12	-1	1	-3	7	0	23	-15
18	COc1ccc(CN2CCC(Oc3ccc(C(=O)N4CCCC4)cc3)CC2)c(F)c1	-3	-1.7	4	-1	2	6	-3	1	0	4
19	CCOc1cc(/C=C/c2cc(C(=O)O)c3ccccc3n2)ccc1O	-13	-3.9	4	2	-3	-3	1	-3	7	2
20	COc1cccc(-c2nnn(CC(=O)N(C3CCCCC3)C3CCS(=O)(=O)C3)n2)c1 (stereo not given)	-3	-0.3	1	-1	0	2	3	-2	-1	-1
21	C[C@@H]1CN([C@H](C)CO)C(=O)CCCn2nncc2CO[C@@H]1CN(C)C(=O)NC1CCCCC1	-2	-0.2	-7	4	2	6	1	2	3	5
22	Cc1cc(C(=O)CSc2ccc3c(c2)OCCO3)c(C)n1C1CC1	0	-3.0	-2	1	-2	3	2	9	9	2
23	CNc1c(NS(=O)(=O)c2ccc(F)cc2)c(=O)oc2ccccc12	-2	-2.2	1	-1	-1	-4	0	0	5	1
24	COc1ccc2c(c1)nc(NCCCO)n2Cc1ccccc1	2	2.2	4	-1	3	1	-3	2	2	0
25	CCN(CC(=O)Nc1c(F)cccc1F)C(=O)c1csc2c1CCCC2	4	-0.2	7	-3	1	-2	2	-1	-1	-10
26	CCOc1cc(C2C(C(=O)OC)=CN(C3CCCC3)C=C2C(=O)OC)cc(Br)c1O	14	63*	2	2	5	2	-7	-4	-8	-2
27	COc1ccccc1CNC(=O)COC(=O)c1cccs1	-3	1.7	-5	-4	5	-2	0	-1	3	2
28	C=CC(=O)Nc1sc2c(c1C(N)=O)CCCC2	1	-2.9	0	2	-4	-4	7	1	-5	6
29	CCOc1cccc2c1OC1(C)CC2NC(=O)N1Cc1ccccc1 (stereo not given)	3	-0.3	-5	0	2	-6	3	-1	-4	-1
30	Cc1cccc(C)c1NC(=O)c1sc(Cl)nc1C	-1	-0.9	0	-3	14	-4	-3	-1	12	8
31	OC[C@@H]1CN(CCN2CCOCC2)C[C@H](n2cnc3c(N4CCOCC4)ncnc32)O1	0	-1.7	0	2	3	0	-8	0	x	-3
32	Cc1cc(S(=O)(=O)NCCCn2ccnc2)c(C)cc1Cl	1	-1.7	-5	4	-2	0	-1	-2	5	-10
33	O=C(CSc1nnc(CNC(=O)c2ccco2)o1)NC1CCCC1	-9	-2.0	7	0	4	2	2	-1	3	-1
34	CCc1ccc(NC(=O)CSc2nc(C)cs2)cc1	8	2.0	-7	1	1	-7	-9	-1	3	0
35	COc1ccc(N(C(=O)c2ccco2)C(C(=O)NC2CCCC2)c2ccc(N(C)C)cc2)cc1 (stereo not given)	-1	0.3	-3	-3	-1	3	1	-1	1	4
36	CCCc1[nH]n(-c2ccc([N+](=O)[O-])cc2)c(=O)c1C=NCCCn1ccnc1	1	-4.8	-2	1	-2	2	1	0	-2	-11
37	CN(C)C(=O)CSc1nnc(-c2cccs2)n1-c1ccccc1	3	-0.5	11	1	1	3	1	0	4	9
38	CCCCN(C)CCNC(=O)C1CCN(S(=O)(=O)c2cccc3nsnc23)CC1	-2	0.8	-1	-5	-1	-7	4	2	2	-9
39	S=C(Nc1ccccc1Cl)N1CCCC(c2ccccc2)=N1	-7	-1.5	-4	4	0	-8	4	-2	-25	-3
40	CN(C)c1ccc(C(=S)N2CCOCC2)cc1	-4	-3.0	-6	-3	0	1	7	-1	0	-1
41	COCCN(Cc1ccc(C)c(Br)c1)C(=O)Cn1cnc(S(=O)(=O)N2CCCC2)c1	-8	-2.4	-1	1	0	1	-2	2	-2	-28
42	CCOC(=O)[C@]12CCCC=C1N(Cc1ccccc1)C(=O)[C@H](CC(=O)N1CCC(c3ccccc3)CC1)C2	2	-0.6	4	-5	3	-4	-6	1	x	0
43	COc1cc2c(cc1NC(=O)CSc1nnc(COc3ccc(Cl)cc3)n1C)oc1ccccc12	-11	-0.5	1	-3	-1	-3	0	0	-5	-1
44	CN(C(=O)CSc1nnc(-c2ccc(F)cc2)n1C)C1CCS(=O)(=O)C1 (stereo not given)	-2	-0.3	0	0	-1	0	0	-3	-8	-5
45	O=C(Cn1ncc2c3ccccc3n(Cc3ccccc3)c2c1=O)NCCCN1CCCC1=O	7	0.4	-2	1	-1	4	6	0	1	3
46	O=C(COc1ccccc1)Nc1ccccc1F	5	1.1	-8	5	1	4	-3	-4	4	-11
47	Cc1ccnc(NS(=O)(=O)c2ccc(NC(=O)Cc3ccccc3)cc2)n1	8	-0.2	-8	-1	-2	-8	6	-3	9	7
48	CC(C)C(=O)Nc1cccc(NC(=S)NC(=O)c2ccc(Cl)cc2)c1	-7	-0.9	-1	3	2	-10	-11	0	-15	3
49	O=C(Nc1ccc2c(c1)CCC2)c1cc(S(=O)(=O)N2CCN(c3ccccc3)CC2)ccc1Cl	-29	0.4	-4	0	4	-21	-10	2	-29	-6
50	CN(C)c1nc(NNC(=O)c2ccccc2)nc(N(C)C)n1	-4	0.8	-1	-8	3	-1	-9	-1	-3	6
51	O=c1[nH]cnc(O)c1C1C=CC=CC=C1	12	-0.5	6	-4	2	4	-3	3	4	-1
52	C=C(C)c1cccc(C(C)(C)NC(=O)Nc2ccc(OC)cc2)c1	2	-3.6	-4	1	0	2	1	3	-3	4
53	Cc1sc(NC(=O)CCCC(=O)O)c(C#N)c1C	1	-0.1	2	-2	0	9	7	2	4	10
54	COc1cc(/C=N/NC(=O)CCNC(=O)c2ccccc2Cl)ccc1O	-1	-1.1	-5	2	-2	0	-2	-2	-4	-1
55	CCOC(=O)c1cnc(SCC(=O)NNC(=O)c2ccco2)nc1N	-7	0.2	0	72*	0	6	-2	0	-2	-3
56	Cc1cc(C(=O)NNC(=O)c2cccc(S(=O)(=O)N3CCOCC3)c2)c2ccccc2n1	1	0.5	-2	-2	-1	5	0	1	6	13
57	Cc1c2ccccc2cc[n+]1CCCS(=O)(=O)[O-]	-5	-1.0	0	1	-2	-5	3	0	1	12
58	COc1ccc2[nH]c(-c3cccc(F)c3)cc(=O)c2c1	-1	0.3	1	-1	0	3	-3	0	2	-3
59	O=C(NCc1ccco1)C1CCN(S(=O)(=O)c2cccc3cccnc23)CC1	2	-0.7	6	1	-1	0	5	-1	-3	3
60	CC(=O)Nc1cccc(Oc2ccc(-c3noc(C)n3)cc2)c1	-6	0.3	-10	3	1	-5	8	1	-14	-1

# Single records, from the list above. Order of screens: SIAE inh, PG9 Ab binder, Tn7 DDE FP, LEDGF integ inh, UHRF1 MBD2 ctr, ABHD4 inh, TCR-CD3 inh, PRMT1 inh, HTRA1 inhibitor, TDP2 inh
# Entry for `O=c1[nH]cnc(O)c1C1C=CC=CC=C1` = 12, -0.5, 6, -4, 2, 4, -3, 3, 4, -1
# Entry for `C=C(C)c1cccc(C(C)(C)NC(=O)Nc2ccc(OC)cc2)c1` = 2, -3.6, -4, 1, 0, 2, 1, 3, -3, 4

# (continued)
no.	canonical_smiles	SIAE inh	PG9 Ab binder	Tn7 DDE FP	LEDGF integ inh	UHRF1 MBD2 ctr	ABHD4 inh	TCR-CD3 inh	PRMT1 inh	HTRA1 inhibitor	TDP2 inh
61	O=c1c2c(O)cc(O)cc2oc2c(O)ccc(O[C@H]3O[C@@H](CO)[C@H](O)[C@@H](O)[C@@H]3O)c12	4	-3.1	4	1	-1	10	10	2	1	1
62	CCn1cc(/C=C(\NC(=O)c2cc(OC)c(OC)c(OC)c2)C(=O)NCCN2CCOCC2)c2ccccc21	-2	-2.7	-4	2	-1	-2	3	-4	3	-5
63	Nc1c(NCCN2CCOCC2)c2ccccc2oc1=O	0	0.9	0	0	0	4	4	1	-6	1
64	CCC(CC)c1nnc(NC(=O)CS(=O)(=O)c2ccc(C)cc2)s1	4	-2.4	-9	4	2	-5	1	0	-5	-4
65	Cc1cccn2c(=O)c3cc(C(=O)NCCCN4CCCC4=O)n(C)c3nc12	5	0.0	-1	-4	-7	5	0	-2	1	-17
66	CCCCCn1c(=O)c2ccccc2n2c(=S)[nH]nc12	0	-2.8	0	-1	0	-9	3	1	0	-5
67	Clc1ccc(NNc2ccnc3cc(Cl)ccc23)cc1	1	-2.0	-3	0	0	-1	-2	2	11	-5
